Assay outcomes from PubChem.
hERG WT inh – blocks the wildtype human KCNH2 potassium channel. U2OS, BacMam KCNH2, thallium flux FluxOr; active compounds read low. 340,000 compounds, 0.37% hits. activity change, % at 1.84 µM;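 active means maximum activity change below -70%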
Target sequence (Q12809 whole entry, looked up): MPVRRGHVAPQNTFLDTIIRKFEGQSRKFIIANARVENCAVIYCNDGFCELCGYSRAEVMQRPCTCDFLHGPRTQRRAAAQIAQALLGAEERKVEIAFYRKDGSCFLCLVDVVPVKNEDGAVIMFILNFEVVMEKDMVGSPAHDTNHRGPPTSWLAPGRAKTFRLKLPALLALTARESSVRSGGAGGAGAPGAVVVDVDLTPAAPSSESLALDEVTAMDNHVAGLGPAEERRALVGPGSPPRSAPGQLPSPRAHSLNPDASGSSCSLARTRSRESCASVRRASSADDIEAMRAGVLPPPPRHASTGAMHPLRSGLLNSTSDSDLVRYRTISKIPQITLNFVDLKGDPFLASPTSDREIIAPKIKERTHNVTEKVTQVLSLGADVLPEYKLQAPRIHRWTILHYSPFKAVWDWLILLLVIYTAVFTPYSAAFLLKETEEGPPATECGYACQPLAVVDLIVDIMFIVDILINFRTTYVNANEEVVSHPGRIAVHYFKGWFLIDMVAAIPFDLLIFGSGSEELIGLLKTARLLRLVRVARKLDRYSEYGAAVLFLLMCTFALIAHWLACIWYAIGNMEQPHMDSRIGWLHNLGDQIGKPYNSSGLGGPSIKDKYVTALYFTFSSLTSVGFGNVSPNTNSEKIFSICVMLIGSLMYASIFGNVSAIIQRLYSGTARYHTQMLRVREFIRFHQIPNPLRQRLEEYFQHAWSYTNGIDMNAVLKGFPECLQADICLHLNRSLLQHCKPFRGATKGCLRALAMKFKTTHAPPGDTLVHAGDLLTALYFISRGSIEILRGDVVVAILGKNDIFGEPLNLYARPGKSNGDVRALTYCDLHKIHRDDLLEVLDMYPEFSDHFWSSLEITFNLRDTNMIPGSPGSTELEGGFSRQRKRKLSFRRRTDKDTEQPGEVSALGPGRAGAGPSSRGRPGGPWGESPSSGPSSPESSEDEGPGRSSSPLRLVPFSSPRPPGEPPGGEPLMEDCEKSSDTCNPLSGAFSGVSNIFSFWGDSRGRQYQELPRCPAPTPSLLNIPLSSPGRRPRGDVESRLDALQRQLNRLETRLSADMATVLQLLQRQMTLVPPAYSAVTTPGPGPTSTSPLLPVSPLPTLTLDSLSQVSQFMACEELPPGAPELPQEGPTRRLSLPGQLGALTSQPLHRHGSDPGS
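U2OS cells transduced with wild-type KCNH2 virus are loaded with FluxOr dye for 45 min, and thallium flux is measured in kinetic reads before and after stimulation buffer. Rate constants are normalized to DMSO controls.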
Numbers without * were called inactive. On the % scale 0 is the no-effect control and ±100 the full control effect. Only part of the results is shown; rates above refer to the full screens.

No.	canonical_smiles	hERG WT inh
1	CC(C)C#Cc1ccc2c(c1)O[C@@H](CN(C)C(=O)c1cnccn1)[C@@H](C)CN([C@@H](C)CO)S2(=O)=O	1
2	COc1ccc(S(=O)(=O)N2CCC(C(=O)N[C@@H](C)C(=O)NCc3ccco3)CC2)cc1	5
3	C[C@@H]1CN([C@@H](C)CO)C(=O)CCCn2nncc2CO[C@@H]1CN(C)S(=O)(=O)c1ccc(C#N)cc1	-1
4	COc1ccc(C(=O)N(C)C(C)c2nccs2)cc1OC1CCN(C(C)=O)CC1 (stereo not given)	7
5	COc1ccc(N/C(N)=N/c2nc(C)cc(C)n2)cc1	-4
6	CN(Cc1cnn(-c2ccccc2)c1)C(=O)c1cccc(S(=O)(=O)Nc2ccccc2F)c1	-14
7	CC(C)Oc1ccc(C(=O)N2CCC(CCC(=O)NC3CC3)CC2)cc1	-20
8	CNC(=O)C[C@H]1C(=O)N(C2CCCCC2)C[C@@H]1c1ccc(Br)cc1	-8
9	COc1ccc(NC(=S)N(CCc2ccncc2)C(C)C)cc1Cl	-9
10	COC(=O)c1c(C)[nH]c(C(=O)OC(C)C(=O)NC2CCCCC2C)c1C (stereo not given)	-2
11	COc1ccccc1OCC(=O)N1CCCCCC1	-6
12	COC(=O)C1(C(=O)OC)C2C(=O)C3C(C21)C3(C(=O)OC(C)(C)C)C(=O)OC(C)(C)C (stereo not given)	-19
13	C[C@H](CO)N1C[C@H](C)[C@@H](CN(C)C(=O)Oc2ccccc2)OCc2cn(nn2)CCCC1=O	-6
14	c1ccc2c(c1)COc1c3cc4c(cc3nn1-2)OCO4	9
15	CSC[C@H]1CN(c2ccccc2)C(=O)[C@@H]1CC(=O)Nc1ccc(Br)cc1	-41
16	CNC(=O)c1ccc(CN(C)C(=O)c2cccc(S(=O)(=O)N3CCc4ccccc4C3)c2)cc1	25
17	Cc1ccc(NC(=O)c2ccc(OCC3CCCO3)cc2)cc1Cl (stereo not given)	-10
18	CC1CCC(NC(=O)c2cccc(S(=O)(=O)N3CCOCC3)c2)CC1 (stereo not given)	7
19	CC(C)OC(=O)N(C)C[C@@H]1OCc2cnnn2CCCC(=O)N([C@@H](C)CO)C[C@H]1C	13
20	COc1ccc(S(=O)(=O)N(C)[C@H]2C[C@H]3c4cc(-c5ccccc5)ccc4CCN3C(=O)[C@H]2[C@H](C)O)cc1	-2

Entries by screen from the list.
Entries 11–14 in hERG WT inh read -6, -19, -6, 9

Later entries.
No.	canonical_smiles	hERG WT inh
21	CC1=NN(c2ccccc2)C(=O)C1=Cc1ccccc1	6
22	COc1ccc(-c2csc(NC(=O)CCNC(=O)c3ccco3)n2)cc1	-5
23	COC(=O)C[C@@H]1C[C@H]2c3cc(NC(=O)Nc4ccccc4F)ccc3O[C@H]2[C@H](CO)O1	-10
24	CCc1cccc(NC(=O)c2cc(S(=O)(=O)N3CCCCC3)ccc2N2CCOCC2)c1	9
25	COc1cc2ccnc(C=NO)c2cc1OC	8
26	COc1ccc(C(=O)Nc2ccccc2C(=O)NC2CC2)c(OC)c1OC	7
27	CN1OC[C@@H]2CN[C@H](c3ccc(-c4ccccc4)cc3)C[C@@H]21	7
28	NC(=O)NC(CC(=O)OCC(=O)Nc1nnc(-c2ccccc2)o1)c1ccc(Cl)cc1 (stereo not given)	7
29	Cc1ccc(S(=O)(=O)N2C[C@H]3n4c(=O)ccc(=O)n4C[C@H](OC(=O)NC4CC4)[C@@]3(O)C2)cc1	-2
30	Cc1cc(=O)[nH]c(NNC(=O)c2ccc(Cl)cc2)n1	-7
31	COc1ccc(NC(=O)c2ccc(NC(=O)c3cccnc3)cc2)cc1	4
32	C[C@H](CO)N1C[C@H](C)[C@@H](CN(C)S(=O)(=O)c2cccc(C#N)c2)OCc2cnnn2CCCC1=O	-12
33	CC(C)c1ccc(C(=O)Nc2ccc(S(=O)(=O)NC3=NCCCCC3)cc2)cc1	20
34	N#Cc1ccc(C(S(=O)(=O)Cc2ccccc2)S(=O)(=O)Cc2ccccc2)cc1	-2
35	COc1ccccc1NC(=O)N(C)C[C@H]1OCc2cn(nn2)CCCC(=O)N([C@@H](C)CO)C[C@@H]1C	-6
36	CCCn1c(=S)[nH]c2cc(C(=O)NCc3ccccc3OC)ccc2c1=O	-12
37	O=S(CC(O)(c1ccccc1)c1ccccc1)CC(O)(c1ccccc1)c1ccccc1	6
38	O=C(c1ccccc1)c1ccc(C(=O)N2CCN(c3ccccc3O)CC2)cc1	-5
39	C=C1C(=O)N(C)CCC1C(CC)C(=O)OC (stereo not given)	-5
40	O=C(O)CCC(C(=O)O)N1C(=O)C2C3CCC(C3)C2C1=O (stereo not given)	6
41	CC(=O)c1ccccc1NC(=O)COC(=O)C1COc2ccccc2O1 (stereo not given)	7
42	C/C(=N/NS(=O)(=O)c1ccc(Br)cc1)c1cccc(NC(=O)C2CC2)c1	-6
43	Cc1nnc(SCC(=O)NC2(C#N)CCCCC2)n1N	14
44	CCN(CCCNc1cc2c(c(N)c1S(=O)(=O)O)C(=O)c1ccccc1C2=O)c1ccccc1	9
45	O=C(OCC(=O)N1CCCCCC1)c1cccc(Cl)c1Cl	0
46	Cc1ccc(S(=O)(=O)N2C[C@]3(O)C[C@@H]4C(=O)N(c5ccccc5)C(=O)[C@@H]4C[C@]3(OC(=O)Nc3cccs3)C2)cc1	-2
47	CC(=O)Nc1ccc(C=CC(=O)c2ccc([N+](=O)[O-])cc2)cc1	-2
48	Cc1cc(N2CCOCC2)nc(N2CCOCC2)c1C#N	-17
49	O=C(c1ccoc1)N1CCN(c2cc(-c3ccccc3)nc3cc(-c4ccc(Br)cc4)nn23)CC1	-23
50	O=[N+]([O-])c1ccc(NN=C(Oc2ccccc2)c2ccc([N+](=O)[O-])cc2)cc1	3
51	COc1cccc(S(=O)(=O)N(C)C[C@H]2OCc3cnnn3CCCC(=O)N([C@H](C)CO)C[C@@H]2C)c1	-2
52	CSc1ccc(/C=N/NC(=O)c2ccc3nc[nH]c3c2)cc1	9
53	CCN1C(=O)[C@H]2[C@@H](c3ccc(C(F)(F)F)cc3)N[C@]3(CCCN(Cc4cccn4C)C3=O)[C@H]2C1=O	2
54	COc1ccc([C@H]2N[C@]3(CCCN(Cc4ccccc4)C3=O)[C@H]3C(=O)N(Cc4ccccc4)C(=O)[C@@H]23)cc1	-5
55	COc1cccc(S(=O)(=O)N(C)C[C@@H]2OCc3cnnn3CCCC(=O)N([C@@H](C)CO)C[C@H]2C)c1	-5
56	COc1ccccc1CNC(=O)C[C@@H]1C[C@H]2c3cc(N(C)C)ccc3O[C@H]2[C@H](CO)O1	7
57	CCN(CC)C(=O)Cn1cc(SCC(=O)NC2CCCCC2)c2ccccc21	7
58	CCCn1c(N)c(C(=O)CSc2nnc(Cc3cccs3)n2C2CC2)c(=O)[nH]c1=O	47
59	CN(C)Cc1c[nH]c2nccnc12	-4
60	C[C@@H]1CN([C@H](C)CO)C(=O)CCCn2nncc2CO[C@@H]1CN(C)S(=O)(=O)c1ccc(-n2cccn2)cc1	-5
61	CC(C)CC1C(=O)N(Cc2cn(CC3CCCCC3)nn2)CCS(=O)(=O)N1Cc1ccc(-c2ccc(Cl)c(Cl)c2)cc1 (stereo not given)	-10
62	CCCCn1c(=S)[nH]c2c(=O)n(C)c(=O)n(C)c21	9
63	C[C@H](CO)N1C[C@H](C)[C@@H](CN(C)Cc2ccc3c(c2)OCO3)Oc2cc(Br)ccc2S1(=O)=O	-11
64	CCN(CC)C(=O)C1=C(C)N(Cc2ccccc2)C(=O)C(CC(=O)NC2CCCC2)C1 (stereo not given)	13
65	C/C(NCCc1ccc(O)cc1)=C1/CCOC1=O	-2
66	Cc1sc(NC(=O)C2CC(=O)N(Cc3ccco3)C2)nc1-c1ccccc1 (stereo not given)	11
67	O=C(COC(=O)c1cccc(S(=O)(=O)N2CCCC2)c1)c1ccc(F)cc1	2
68	COc1ccc(C(=O)CSc2nc3nn(-c4ccccc4)c(=O)c-3c3n2CCCCC3)c(OC)c1	-10
69	CCNC(=S)N1CCC(C(=O)c2ccc(F)cc2)CC1	41
70	C[C@H](CO)N1C[C@H](C)[C@H](CN(C)S(=O)(=O)c2cccc(F)c2)OCc2ccccc2-c2c(n(C)c3ccccc23)C1=O	-15

(further entries)
No.	canonical_smiles	hERG WT inh
71	CC(C)C1C(=O)N(Cc2cn(Cc3ccco3)nn2)CCS(=O)(=O)N1Cc1ccc(-c2ccc(F)cc2)cc1 (stereo not given)	13
72	Cc1ccccc1-c1nc(S(=O)(=O)c2ccccc2)c(NCCN2CCOCC2)o1	-10
73	CC(C)C1C(=O)N(Cc2cn(CC3CCCCC3)nn2)CCS(=O)(=O)N1Cc1ccc(-c2ccc(F)cc2)cc1 (stereo not given)	-10
74	CN(C)Cc1cc(OCc2ccccc2)cc(CN(C)C)c1O	-1
75	COc1cc(S(=O)(=O)n2ccc(C)n2)c(C)cc1C	-5
76	CN(C(=O)COc1ccccc1)c1ccc([N+](=O)[O-])cc1	-5
77	O=C(NCc1nnnn1-c1ccc(F)cc1)c1ccc(S(=O)(=O)N2CCOCC2)cc1	-6
78	CN(CC(=O)Nc1ccc(F)cc1)C(=O)CN1C(=O)NC(CCc2ccccc2)C1=O (stereo not given)	6
79	NC(=O)c1ccsc1NC(=O)COC(=O)Cc1ccc(F)cc1	-11
80	CC(=O)Nc1ccc2cnn(C(C)=O)c2c1	-8
81	COc1ccc(CN2CCC[C@]3(N[C@H](c4ccc(OC)cc4)[C@@H]4C(=O)N(Cc5ccccc5)C(=O)[C@@H]43)C2=O)cc1	-8
82	O=C(COc1ccc(F)cc1)Nc1nc(-c2cccnc2)cs1	3
83	CCOc1cc(N2CCOCC2)c(OCC)cc1NC(=O)c1ccccc1N1CCCC1=O	-2
84	CN(C(=O)C1CC1)c1ccccc1	10
85	C[C@H]1CN(Cc2ccccc2)C(=O)[C@@H]1CC(=O)Nc1ccccc1	-13
86	C#CCN(C[C@@H]1[C@@H](OC(=O)NCC2CCCCC2)[C@@H](OC(=O)NCC2CCCCC2)Cn2c(=O)n(CCCCCC)c(=O)n21)S(=O)(=O)c1ccc(C)cc1	-1
87	COCCN(C(=O)COC(=O)c1ccc2c(c1)OCO2)c1c(N)n(Cc2ccccc2)c(=O)[nH]c1=O	8
88	CC1(c2ccc(F)cc2)OC(=O)c2c1ccc1ccccc21 (stereo not given)	1
89	Cn1nc(NC(=O)C(F)(F)F)c2ncc(-c3ccccc3)nc21	-4
90	COc1ccc(OC)c(CN2CCN(C(=O)c3ccc(S(=O)(=O)N4CCCCCC4)cc3)CC2)c1	28

A second format for part of the listing above.
29. Cc1ccc(S(=O)(=O)N2C[C@H]3n4c(=O)ccc(=O)n4C[C@H](OC(=O)NC4CC4)[C@@]3(O)C2)cc1
  hERG WT inh: -2

79. NC(=O)c1ccsc1NC(=O)COC(=O)Cc1ccc(F)cc1
  hERG WT inh: -11

New compounds follow
No.	canonical_smiles	hERG WT inh
91	C#CCN(C[C@@H]1[C@@H](OC(=O)NCc2ccccc2F)[C@@H](OC(=O)NCc2ccccc2F)CN(C(=O)OC(C)C)N1C(=O)OC(C)C)S(=O)(=O)c1ccc(C)cc1	8
92	Cc1ccc(C)c(C(=O)COC(=O)c2cc(S(=O)(=O)N3CCOCC3)ccc2F)c1	-77*
93	O=C1Nc2cc(C(=O)NCCN3CCCCCC3)ccc2S/C1=C/c1ccccc1F	44
94	C[C@H](O)[C@@H]1C(=O)N2CCc3c([nH]c4ccccc34)[C@@H]2C[C@@H]1N(C)C(=O)Nc1ccccc1	8
95	CC1(O)C(c2ccccc2)=Nc2ccccc21 (stereo not given)	11
96	COC(=O)c1c(C(=O)OC)c2c(-c3ccccc3)cc3cccc1n32	0
97	CC(=O)Nc1ccc2c(=O)n(-c3ccccc3)sc2c1	-27
98	Cc1ccc(OC(=O)N(C)C[C@@H]2OCc3cn(nn3)CCCC(=O)N([C@@H](C)CO)C[C@H]2C)cc1	18
99	CC1C(=O)N(Cc2cn(CCC3OCCO3)nn2)CCS(=O)(=O)N1Cc1ccc(-c2cccc(CO)c2)cc1 (stereo not given)	4
100	CCc1nnc(NC(=O)c2cccc(S(=O)(=O)N3CCN(C)CC3)c2)s1	9
101	Cc1nc2ccccn2c(=O)c1NC(=O)c1ccco1	-10
102	COc1ccc(NC(=O)c2c(C)noc2C)cc1S(=O)(=O)N1CCCCC1	-1
103	CN1C(=O)N(CC(=O)c2ccc3c(c2)OCO3)C(=O)C12CCCCC2	0
104	C[C@H](CO)N1C[C@H](C)[C@@H](CN(C)S(=O)(=O)c2ccc(Oc3ccccc3)nc2)OCc2cn(nn2)CCCC1=O	-14
105	CCc1cc(-c2nnn(-c3cc(C(C)C)ccc3C)c2CC)ccc1-c1cn(CCc2c[nH]c3ccccc23)nn1	0
106	O=C(O)COc1ccc(NC(=O)c2ccc3c(c2)C(=O)N(CC2CCCO2)C3=O)cc1 (stereo not given)	14
107	COc1cccc(CNC(=O)[C@H](C)NC(=O)N2CC(=O)Nc3ccccc32)c1	-4
108	Cc1ccc(S(=O)(=O)NN=Cc2ccccc2Cl)cc1	2
109	COc1ccc(CCNC(=O)c2ccc(CS(=O)(=O)Cc3ccc(C)cc3)o2)cc1OC	6
110	C=CCn1c(SCC(=O)N2CCC(C)CC2)nc2c([nH]c3ccccc32)c1=O	27

7 structures out of the list, sorted by count of non-hydrogen atoms, ascending.
No.	canonical_smiles	hERG WT inh
108	Cc1ccc(S(=O)(=O)NN=Cc2ccccc2Cl)cc1	2
103	CN1C(=O)N(CC(=O)c2ccc3c(c2)OCO3)C(=O)C12CCCCC2	0
102	COc1ccc(NC(=O)c2c(C)noc2C)cc1S(=O)(=O)N1CCCCC1	-1
110	C=CCn1c(SCC(=O)N2CCC(C)CC2)nc2c([nH]c3ccccc32)c1=O	27
106	O=C(O)COc1ccc(NC(=O)c2ccc3c(c2)C(=O)N(CC2CCCO2)C3=O)cc1 (stereo not given)	14
104	C[C@H](CO)N1C[C@H](C)[C@@H](CN(C)S(=O)(=O)c2ccc(Oc3ccccc3)nc2)OCc2cn(nn2)CCCC1=O	-14
105	CCc1cc(-c2nnn(-c3cc(C(C)C)ccc3C)c2CC)ccc1-c1cn(CCc2c[nH]c3ccccc23)nn1	0
